NPY-Y2 antag: blocks the human neuropeptide Y Y2 receptor; AID 793; NPY-Y2 expressing cells, antagonist mode; inhibition, % at 2.7 µM; 140,000 compounds, 0.99% hits; P49146; in the data active means inhibition above about 17%;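 further: 0% = vehicle with agonist challenge and 100% = reference antagonist with challenge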
Target sequence (P49146 whole entry, looked up): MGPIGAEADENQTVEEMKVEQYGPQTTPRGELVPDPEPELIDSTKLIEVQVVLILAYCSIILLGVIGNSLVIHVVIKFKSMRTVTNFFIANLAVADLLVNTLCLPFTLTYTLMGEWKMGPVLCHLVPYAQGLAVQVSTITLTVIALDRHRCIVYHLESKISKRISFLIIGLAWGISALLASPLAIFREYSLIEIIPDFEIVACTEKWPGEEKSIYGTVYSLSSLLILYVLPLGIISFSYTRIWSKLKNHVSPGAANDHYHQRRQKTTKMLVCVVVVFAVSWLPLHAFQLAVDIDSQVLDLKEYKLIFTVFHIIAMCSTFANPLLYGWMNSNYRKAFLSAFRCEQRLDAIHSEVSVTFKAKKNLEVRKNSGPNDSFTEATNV
PTEN del growth: growth suppressors of cells with PTEN tumor suppressor deletion; HCT116 PTEN-null viability, CellTiter-Glo, 60 h; active compounds read low; viability, % at 10 µM; 140,000 compounds, 1.2% hits; AID 827;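 active means viability at or below a set limit, 4 SD under the median of all tested compounds, cut at about 3.7% in these data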;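 further: PTEN knockout HCT116 line with beta catenin targeted HCT116 as companion control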
E-sel TNF inh: blocks E-selectin expression induced by TNF alpha; HUVEC TNFa-induced E-selectin immunofluorescence, high content; AID 1246; 120,000 compounds, 0.71% hits; inhibition, % at 2 µM;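 active means inhibition above the batch mean plus 3 SD, and confirmed as a hit on visual image review, cut at about 43% in these data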;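 further: 0% = TNF-stimulated DMSO wells and 100% = unstimulated control wells; not every result past the cut was called active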
Yeast life ext: extends the lifespan of yeast; S. cerevisiae growth with nicotinamide, OD615; deaD strain in restrictive glucose medium; inhibition of the nicotinamide effect, % at 10 µM; 130,000 compounds, 0.68% hits; AID 775;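 active means inhibition above a set limit, placed 3 SD over the median of all compounds, cut at about 26% in these data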;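 further: 0% = nicotinamide-treated wells and 100% = cells grown without nicotinamide; some compounds called inactive have numbers as strong as hits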
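Assay system: engineered S. cerevisiae DeaD replicative-lifespan strain, galactose-grown log-phase cells; medium: restrictive CSMM-D dextrose medium; also added: nicotinamide, 1.5 mM, co-present with compound; schedule: 48 h compound exposure at 30 °C, humidified; detection: absorbance at 615 nm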
Measles CPE: protection of cells from measles virus; 140,000 compounds, 1.5% hits; Measles virus-infected cells, CPE protection, absorbance; protection (pct of control), % at 4 µM; in the data active means protection mostly above about 24%, no sharp cut-off; inactive means mostly below about 26%; further: some compounds called inactive have numbers as strong as hits
HCT116 bCat-KO: beta-catenin-lacking colon tumor cell growth suppression | viability, % at 10 µM | HCT116 beta-catenin knockout viability, CellTiter-Glo, 60 h; active compounds read low | 140,000 compounds, 1.5% hits | AID 818;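 active means viability at or under a set limit, the compound median less 4 SD, cut at about 6% in these data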;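 further: 0% = Hyamine 1622 control at 20 µM and 100% = untreated cell control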
MRP-1 activ: activates MRP-1 | H69AR cells + doxorubicin, viability rescue, CellTiter-Glo | viability increase, % at 10 µM | 140,000 compounds, 0.61% hits | AID 799;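 active means viability gain under doxorubicin at or above a set limit, the compound median plus 3 SD, cut at about 4.7% in these data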;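 further: MRP-1 overexpressing cells given doxorubicin 25 µM after compound pretreatment; 18-22 h compound pretreatment then 72 h with doxorubicin before readout; 0% = doxorubicin-only wells and 100% = vehicle-treated cells without doxorubicin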
Yeast growth inh: yeast BB579 growth reduction in restrictive medium; AID 804; 140,000 compounds, 0.51% hits; inhibition, % at 10 µM; S. cerevisiae BB579 growth, OD615, 48 h;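 active means inhibition above a set limit, 3 SD over the mean compound inhibition, cut at about 44% in these data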; further: inactives centre near -24
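Material: Saccharomyces cerevisiae DeaD strain BB579, replicative lifespan model yeast; buffer or medium: CSMM-D restrictive synthetic medium containing dextrose (glucose); compound: 10 µM single dose, DMSO 0.25%; timing: 48 h compound exposure at 30 °C after 4 h preincubation; signal: turbidity as optical density at 615 nm; benchmarks: positive control amphotericin B 10 µg/mL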
Phagocyt inh: blocks phagocytosis by macrophages | J774A.1 macrophage IgG-bead phagocytosis, imaging | inhibition, % at 5 µM | 110,000 compounds, 0.07% hits | AID 1029;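 active means inhibition above the mean of the plate negative controls plus 5 SD, cut at about 13% in these data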;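 further: phagocytic index as fraction of beads internalized from green versus red external bead signal; plate controls were DMSO negative control for no effect and cytochalasin-D positive control for full effect; some results beyond the cut were filed as inactive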
GALR2 antag: GALR2 (human) receptor antagonism | O43603 | GALR2-expressing cells, antagonist mode | inhibition, % at 4 µM | 140,000 compounds, 0.39% hits; in the data active means inhibition above about 27%;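 further: cells stimulated with galanin 1-16 at roughly its EC80; 0% = agonist challenge control and 100% = basal control without agonist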
Target sequence (O43603 whole entry, looked up): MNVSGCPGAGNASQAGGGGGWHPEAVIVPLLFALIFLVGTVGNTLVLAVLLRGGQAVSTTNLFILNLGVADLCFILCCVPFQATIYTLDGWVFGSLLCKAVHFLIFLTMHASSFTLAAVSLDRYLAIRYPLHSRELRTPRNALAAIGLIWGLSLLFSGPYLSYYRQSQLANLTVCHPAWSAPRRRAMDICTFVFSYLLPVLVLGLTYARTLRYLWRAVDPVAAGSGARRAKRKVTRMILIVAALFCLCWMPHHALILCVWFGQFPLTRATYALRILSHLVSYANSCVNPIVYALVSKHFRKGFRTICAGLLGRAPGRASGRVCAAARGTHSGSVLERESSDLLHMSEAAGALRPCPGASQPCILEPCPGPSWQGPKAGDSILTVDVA
* hit, by the source's call; x = no result given.

SMILES	NPY-Y2 antag	PTEN del growth	E-sel TNF inh	Yeast life ext	Measles CPE	HCT116 bCat-KO	MRP-1 activ	Yeast growth inh	Phagocyt inh	GALR2 antag
Cc1c(C(=O)Nc2ccccc2)oc2c1C(=O)CC(C)(C)C2	-1	105	20	-13	2	99	1.0	-28	2	9
Cc1ncc([N+](=O)[O-])n1CC(=O)NC1CCCCC1	2	96	x	2	5	91	-2.1	-9	-4	-9
C/C(=C(\C#N)C(=O)NCCN1CCOCC1)N(C)C	2	95	10	-3	4	92	-1.2	-35	0	14
Cc1ccc2cccc(Oc3nnnn3-c3ccccc3)c2n1	2	84	x	-10	1	91	-4.5	3	-2	6
O=C(/C=C/c1cccc([N+](=O)[O-])c1)NCC1CCCO1 (stereo not given)	1	97	x	-5	3	99	-1.2	-17	-1	-12
Clc1ccc(OCc2nnc(-c3ccccc3Br)o2)cc1	10	103	21	-10	13	99	3.3	-87	-1	5
O=C(O)CCc1ccc(-c2ccc(Br)cc2)n1Cc1ccco1	2	86	8	-15	9	73	-2.6	-12	-2	-16
N/C(=N\OC(=O)N1CCOCC1)c1ccc(Cl)cc1	2	75	2	-1	23	81	-6.2	-14	-3	-3
O=C(CCN1C(=O)COc2ccccc21)NCCCN1CCN(c2ccccc2F)CC1	2	87	-27	-12	12	79	-0.2	-20	-3	5
O=C(Nc1nccc(-c2cccs2)n1)c1cccs1	2	77	-8	-16	13	71	-2.3	-2	x	14
O=P(OC1CCS(=O)(=O)C1)(c1ccccc1)c1ccccc1 (stereo not given)	2	92	20	5	19	90	-2.3	7	0	6
CCn1c(SCC(=O)c2ccc(Cl)cc2)nnc1-c1cccs1	5	83	3	-7	17	84	-0.8	-41	x	0
COc1ccc(C(C)=O)cc1COC(=O)CNC(=O)c1ccccc1F	5	95	x	0	11	94	-1.6	-26	-10	15
O=C(Nc1ncc(Br)s1)C(Cc1ccccc1)n1cccc1 (stereo not given)	-3	56	11	-13	10	58	-5.4	-9	x	-6
Cc1ccc(C2=Nc3ccccc3N(C(=O)c3ccccc3)C(C)C2)cc1 (stereo not given)	1	87	-5	16	3	89	-1.9	-60	-6	-7
Cc1cc(NC(=O)CSc2ccc3nnc(-c4cccnc4)n3n2)no1	3	96	x	0	44*	96	-0.4	-10	0	1
CCCCSc1nc(O)c(Cc2ccccc2)c(=O)[nH]1	5	99	-9	-8	5	99	0.1	-48	-1	-12
O=C(COC(=O)c1ccc(CNS(=O)(=O)c2ccc(F)c(Cl)c2)cc1)NC1CCCCCCC1	1	93	x	2	8	96	0.9	-38	-6	-13
CC(=O)Nc1ccccc1C(=O)C(=O)Nc1cccc(C(=O)NC2CC2)c1	-1	99	x	3	4	90	-0.6	-39	-9	17
Cc1cccc(C(C)C)c1NC(=O)CN(C)Cc1cccc(F)c1	9	85	-25	7	18	82	-2.6	-15	-1	5
O=C(Nc1ccccc1)Nc1nnc(-c2cccs2)s1	1	84	-5	6	14	91	-3.5	-37	-7	-8
CCOC(=O)N1CCN(C(=O)c2ccc(C#CC3(O)CCCCC3)cc2)CC1	2	101	-17	-9	3	95	-1.6	-24	-2	1
COC(=O)c1ccccc1NC(=O)c1cn(-c2ccc(C)c(C)c2)c(=O)c2ccccc12	3	58	x	3	12	60	-0.1	-36	-4	15
COc1cc(NC(=O)c2cccs2)c(OC)cc1NC(=O)c1ccco1	5	95	-1	-2	4	101	-1.9	-36	-2	4
CCCc1nnc(NC(=O)c2cccs2)s1	2	105	-8	-31	6	110	0.4	0	x	-1
CCOC(=O)c1[nH]c(C(=O)O)c(CCC(=O)OC)c1C	1	91	x	-7	11	95	-0.8	9	x	-3
CCCCC(=O)Nc1ccc(C(=O)Nc2nnc(COC)s2)cc1	0	90	2	-7	4	94	-2.2	-19	-1	0
Cc1ccc(S(=O)(=O)N2CCOCC2)cc1NC(=O)COC(=O)CSc1ccc(Br)cc1C	11	103	35	-9	10	99	-1.0	-18	-1	-3
CC(C)Cn1c(N)c(C(=O)CSc2cc(Cl)ccc2Cl)c(=O)n(C)c1=O	7	39	4	5	7	31	-1.3	-51	-8	6
COCCNC(=O)CN1CCC(n2c(C)nc3cc(C(F)(F)F)ccc32)CC1	-1	102	-17	-5	4	96	-1.1	-10	1	11
NC(=O)[C@@H]1CCCNc2c(I)cc([N+](=O)[O-])cc2C(=O)N[C@@H](CCC(=O)O)C(=O)N[C@@H](CO)C(=O)N1	1	91	39	7	6	99	-0.3	-36	x	5
COC(=O)c1cc2sccc2n1Cc1nc(-c2ccc(Cl)cc2)oc1C	1	81	-69	-3	11	93	-1.2	-66	0	0
C=CCc1c(C)nc(SCC(=C)C)[nH]c1=O	7	87	4	-8	2	90	-0.4	-9	0	5
Cc1nn(-c2ccc(Cl)cc2)c(Cl)c1/C=C(\C#N)C(N)=O	3	51	13	-3	16	49	-6.1	-14	-5	7
Cc1c(NC(=O)C(C)OC(=O)CNC(=O)c2ccc(C(C)(C)C)cc2)c(=O)n(-c2ccccc2)n1C (stereo not given)	-2	107	0	-9	7	101	0.8	-36	0	-7
CC1CC(C)CN(CCCNC(=O)C2CCC(=O)N2C2CCCC2)C1 (stereo not given)	2	95	-11	-21	6	97	-2.2	-28	x	-5
CC(C)CC1CC(=O)OC1(C)C(=O)CSc1nc2ccccc2s1 (stereo not given)	7	95	-11	0	3	89	-1.8	-43	-3	9
CSCCC(NC(=O)c1ccco1)C(=O)OC(C)C(=O)NC(=O)NC1CCCCC1 (stereo not given)	2	90	2	-4	14	102	-2.5	-23	-1	0
CCn1cc(C(=O)N2CCc3ccccc32)c(=O)c2cc(S(=O)(=O)N(C)C3CCCCC3)ccc21	2	66	-9	4	22	65	-3.5	-48	-4	6
O=C(c1cc([N+](=O)[O-])ccc1Cl)N1c2ccccc2Sc2ccccc21	2	75	8	-3	18	75	-4.3	-16	x	-6
O=C(COC(=O)Cn1nnc2ccccc21)Nc1ccccc1Br	0	97	x	-5	22	91	2.2	-9	-9	-4
Cc1cc(NC(=O)CCCN2C(=O)/C(=C/c3cccs3)SC2=S)no1	-1	104	-6	0	9	103	-4.7	7	-6	-4
O=C(NCn1ccc(=O)[nH]c1=S)c1ccccc1	-2	100	-26	-22	5	98	-1.1	-34	-2	7
Cc1nc(-c2ccccc2)nc2[nH]c(=O)n(-c3ccccc3)c(=O)c12	2	92	-2	-8	6	89	-1.4	-34	2	-8
O=C(NC1CCCC1)C1CC(c2ccc(F)cc2)=NO1 (stereo not given)	1	100	-7	1	5	99	0.4	-13	x	2
O=C1C(C=Nc2ccccc2O)=C(O)c2ccccc21	4	64	x	-4	1	60	-4.4	-39	2	-5
Cc1cc(C)c(NC(=O)C2C3/C=C\CCCCC32)c(C)c1 (stereo not given)	3	96	-42	-4	4	92	0.9	-76	x	-8
O=C(COCCOCC(=O)N(c1ccccn1)C1CCCCC1)N(c1ccccn1)C1CCCCC1	3	76	8	-4	8	84	-3.0	-39	x	-21
O=C(Nc1nnc(CCS(=O)(=O)c2ccc(Br)cc2)s1)c1ccc([N+](=O)[O-])cc1	4	84	0	-9	23	77	-1.6	-28	x	2
O=C1Nc2ccccc2C1(c1ccccc1)c1ccccc1	1	75	-7	-12	52*	69	-2.0	-63	1	10

One compound at a time, as listed above. Values in the order: NPY-Y2 antag | PTEN del growth | E-sel TNF inh | Yeast life ext | Measles CPE | HCT116 bCat-KO | MRP-1 activ | Yeast growth inh | Phagocyt inh | GALR2 antag
`Cc1nc(-c2ccccc2)nc2[nH]c(=O)n(-c3ccccc3)c(=O)c12` is listed with 2 | 92 | -2 | -8 | 6 | 89 | -1.4 | -34 | 2 | -8
`O=C1C(C=Nc2ccccc2O)=C(O)c2ccccc21` is listed with 4 | 64 | x | -4 | 1 | 60 | -4.4 | -39 | 2 | -5
`O=C(NCn1ccc(=O)[nH]c1=S)c1ccccc1` is listed with -2 | 100 | -26 | -22 | 5 | 98 | -1.1 | -34 | -2 | 7

Additional records.
SMILES	NPY-Y2 antag	PTEN del growth	E-sel TNF inh	Yeast life ext	Measles CPE	HCT116 bCat-KO	MRP-1 activ	Yeast growth inh	Phagocyt inh	GALR2 antag
COC(=O)c1sccc1-c1ccc(C(=O)Nc2cccnc2)o1	0	79	1	-10	17	86	-1.7	-58	x	-1
CC1=CC(C)(C)N(C(=O)CSc2nnc(N)s2)c2ccccc21	3	98	7	-1	4	99	-2.4	12	-8	8
COc1ccc(S(=O)(=O)N2CCCC(C(=O)Nc3ccc4c(c3)OCCO4)C2)cc1 (stereo not given)	3	90	-13	x	21	90	-4.8	-3	x	-14
O=C1CCC/C1=C/Nc1ccc2c(c1)OCO2	0	100	14	-19	6	93	-1.6	-45	0	-2
O=C(Oc1ccc(=O)n(-c2ccccc2)n1)c1ccccc1	8	95	24	36*	0	97	-0.8	-52	x	13
Cc1ccc(NC(=O)C2C3/C=C\CCCCC32)cc1 (stereo not given)	3	93	x	1	6	97	-2.2	-23	-6	-7
Cc1ccccc1OCCCCCn1ccnc1	4	28	31	8	14	21	0.4	-25	0	0
CCCCCc1ccc(-c2ccc(/C=C/C(=O)O)cc2)nc1	4	62	x	5	24	74	-0.5	-7	-12	-20
COc1ccc(NC(=O)N2CCCC2C(=O)NCc2ccc(F)cc2)cc1 (stereo not given)	3	86	-3	x	4	92	-1.4	-37	x	6
COc1cc2[nH]c(=S)n(Cc3ccc(C)o3)c(=O)c2cc1OC	0	92	-33	0	9	85	-4.7	-17	0	-3
COC(=O)CNC(c1ccccc1Cl)c1cc(Br)ccc1NS(=O)(=O)c1ccc(C)cc1 (stereo not given)	7	63	x	9	24	59	1.8	-53	-13	-4
COc1ccc(Cl)cc1N(CC(=O)Nc1ccccc1C(=O)NCc1ccco1)S(C)(=O)=O	6	89	15	-19	46*	90	-1.7	0	0	1
COC(=O)c1[nH]c2ccc(C)cc2c1NC(=O)CN1CCN(c2ccccc2)CC1	-2	27	-11	-14	12	34	0.0	-18	-2	-13
Cc1cc(C)nc(NC(=NCCc2c[nH]c3ccccc23)NC(=O)Nc2ccccc2)n1	5	25	-8	-2	9	34	-0.8	-55	-8	11
O=C(CSc1nc2ccc(Nc3nc(N4CCOCC4)nc(N4CCOCC4)n3)cc2s1)N1CCOCC1	2	54	-12	1	8	58	-4.9	-27	-5	-5
Clc1ccc(Cc2nn3c(Cn4nnc5ccccc54)nnc3s2)cc1	0	81	x	2	11	79	4.4	-33	0	-6
CC(C)[C@H](NC(=O)c1ccccc1)C(=O)OCC(=O)/C=C1/N(C)c2ccccc2C1(C)C	9	9	x	-1	12	6	4.8*	0	3	3
COc1cccc(-c2nc(CS(=O)CC(=O)NCc3ccccc3Cl)c(C)o2)c1 (stereo not given)	11	100	14	-4	32	91	-1.9	-16	0	1
CCOC(=O)N1CCC(NC(=O)c2oc3c(c2C)-c2[nH]ncc2CC3)CC1	4	106	18	-2	15	97	-1.4	-73	-2	-1
